PMI act = activators of human phosphomannose isomerase; P34949; purified human PMI, coupled resazurin fluorescence, 20 min; stronger effect = higher value; 1 = vehicle control, 0 substrate-free wells; activation factor at 20 µM; 0.005% of 190,000 active;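 active = activation factor of 2 or more at 20 µM, relative to plate controls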
Target sequence (P34949 whole entry, looked up): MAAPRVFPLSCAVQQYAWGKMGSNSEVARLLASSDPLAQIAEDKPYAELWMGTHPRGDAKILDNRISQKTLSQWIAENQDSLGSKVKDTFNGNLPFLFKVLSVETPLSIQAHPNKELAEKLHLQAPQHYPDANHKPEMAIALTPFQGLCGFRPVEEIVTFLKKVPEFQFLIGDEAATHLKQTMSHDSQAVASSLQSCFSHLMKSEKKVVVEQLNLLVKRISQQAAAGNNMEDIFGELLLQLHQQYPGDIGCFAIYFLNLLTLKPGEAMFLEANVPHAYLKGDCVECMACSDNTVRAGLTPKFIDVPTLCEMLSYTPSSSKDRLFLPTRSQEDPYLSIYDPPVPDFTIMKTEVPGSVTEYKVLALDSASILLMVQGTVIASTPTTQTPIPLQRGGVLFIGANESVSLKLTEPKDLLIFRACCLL
Lmaj promast = inhibitors of Leishmania major promastigote growth; inhibition, % at 10 µM; AID 1063; Leishmania major promastigotes, resazurin fluorescence viability; 9% of 200,000 active; in the data active = inhibition above about 50%;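 also: promastigotes grown with compound for 44 hours at 28 °C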
bIAP inh = intestinal alkaline phosphatase (bovine) inhibition. purified bovine IAP, CDP-star luminescence, 30 min. inhibition, % at 20 µM. 190,000 tested, under 10 active;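 active = over 50% inhibition of intestinal alkaline phosphatase at 20 µM in the single-dose screen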
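test system = bovine IAP enzyme | medium = DEA buffer 100 mM, pH 9.8, with MgCl2 1.0 mM, ZnCl2 0.02 mM | detection = luminescence | dosing = single compound dose of 20 µM, 2% DMSO final | incubation = 30 min reaction at room temperature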
TNAP inh noacc = blocks human TNAP activity with no phosphate acceptor present; P05186; purified TNAP, CDP-star luminescence, 30 min; inhibition, % at 20 µM; 0.26% of 200,000 active; AID 1012;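 active = tissue-nonspecific alkaline phosphatase inhibition above about 50% at 20 µM in the single-dose screen, limit read from the data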;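 also: 0% = DMSO negative control and 100% = EDTA positive control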
Target sequence (P05186 whole entry, looked up): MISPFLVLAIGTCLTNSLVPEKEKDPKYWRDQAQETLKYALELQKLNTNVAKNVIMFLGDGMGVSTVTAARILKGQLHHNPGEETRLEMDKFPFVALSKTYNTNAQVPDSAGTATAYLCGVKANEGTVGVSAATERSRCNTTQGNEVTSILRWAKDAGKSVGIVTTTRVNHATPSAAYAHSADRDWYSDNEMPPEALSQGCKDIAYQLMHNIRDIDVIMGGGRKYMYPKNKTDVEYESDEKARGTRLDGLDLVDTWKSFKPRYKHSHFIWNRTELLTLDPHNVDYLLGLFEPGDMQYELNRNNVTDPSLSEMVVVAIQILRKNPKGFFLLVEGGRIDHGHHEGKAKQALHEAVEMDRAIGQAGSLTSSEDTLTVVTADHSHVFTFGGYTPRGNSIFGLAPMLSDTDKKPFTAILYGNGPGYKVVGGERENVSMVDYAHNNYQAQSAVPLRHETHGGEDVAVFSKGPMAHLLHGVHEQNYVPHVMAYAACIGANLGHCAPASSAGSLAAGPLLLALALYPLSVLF
PMI act satM6P = increases human PMI activity with near-saturating mannose 6-phosphate; P34949; activation factor at 20 µM; AID 1216; 0.34% of 190,000 active; coupled PMI enzyme assay, resazurin fluorescence, 20 min; stronger effect = higher value; 1 = untreated enzyme, 0 = substrate-free blank;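 active = activation factor of 2 or more at 20 µM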
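Test system: human phosphomannose isomerase with PGI, G6PDH, diaphorase coupling enzymes; amount: 15 ng/mL PMI; incubation: enzyme reaction with compound 20 min at room temperature; technique: resorufin fluorescence (Ex 544/Em 590 nm) from resazurin via diaphorase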
Diaphorase act = counter-screen for diaphorase-based assays: diaphorase activators and chemical reducers. Diaphorase/resazurin coupled assay, resorufin fluorescence, 16 min; stronger effect = higher value; 1 = vehicle wells, 0 = NADH-free wells. activation factor at 20 µM. 0.005% of 190,000 active. AID 1229;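 active = diaphorase activity raised at least twofold by the compound at 20 µM; inactive = activation factor below 2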
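Measured by – red resorufin fluorescence at 544/590 nm excitation/emission · Test system – Clostridium kluyveri diaphorase, purified enzyme · Incubation – reaction time 16 min, room temperature · Buffer or medium – 50 mM HEPES pH 7.4 with 4.542 mM MgCl2, 0.005% Tween 20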
bIAP act = intestinal alkaline phosphatase (bovine) activation; activation factor at 20 µM; 0.17% of 200,000 active; purified bovine IAP, CDP-star luminescence, 30 min; stronger effect = higher value; fold of DMSO-control signal, blank-subtracted;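 active = activation factor of 2 or more at 20 µM, a signal rise over negative controls twice the positive control's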
Diaphorase inh = diaphorase inhibition or chemical oxidation counter-screen; 0.69% of 190,000 active; inhibition, % at 20 µM; diaphorase resazurin-to-resorufin fluorescence, NADH, 16 min; bacterial (C. kluyveri) enzyme, not human;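 active = primary screen inhibition at 20 µM above a set limit, cut at about 50% in these data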;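 also: plate controls were DMSO with full reaction for no effect and wells lacking NADH for full effect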
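Test system: Clostridium kluyveri diaphorase enzyme / Quantity: diaphorase at 0.14 U/mL in enzyme working solution / Incubation: 16-min room-temperature incubation before reading / Benchmarks: NADH-free wells as positive control, DMSO-only neutral wells / Signal: resorufin fluorescence 544/590 nm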
TNAP act hi DEA = increases human TNAP activity under high phosphate acceptor concentration. purified TNAP, CDP-star luminescence, 1 M DEA, 30 min; stronger effect = higher value; 0 = EDTA background, 1 = DMSO-only activity. activation factor at 20 µM. P05186. 200,000 tested, under 10 active;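 active = activation factor at least 2 at 20 µM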
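Assay system: human TNAP; Input: enzyme diluted 1/800 final; Reagent: CDP-star luminogenic substrate at 100 µM final; Timing: 30 min, room temperature; Signal: luminescence; Evaluation: TNAP activation factor scaled between EDTA and DMSO control wells.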
TNAP inh hi DEA = inhibitors of human TNAP at high phosphate acceptor concentration | purified TNAP, CDP-star luminescence, 1 M DEA | 0.03% of 200,000 active | P05186 | inhibition, % at 20 µM;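 active = over 50% inhibition of tissue-nonspecific alkaline phosphatase at 20 µM in the single-dose screen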;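 also: plate controls were DMSO wells for no effect and EDTA-quenched wells as full inhibition for full effect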
An asterisk follows results filed as active; . = no result given.

SMILES	PMI act	Lmaj promast	bIAP inh	TNAP inh noacc	PMI act satM6P	Diaphorase act	bIAP act	Diaphorase inh	TNAP act hi DEA	TNAP inh hi DEA
COc1ccc(CN2CCC(C(=O)N3CCN(c4ccccc4F)CC3)CC2)cc1OC	0.9	-2	7	-6	1	0.9	0.9	13	1	0
COc1ccc(NC(=O)CCN2CCN(S(=O)(=O)c3ccc(Cl)cc3)CC2)cc1	1	93*	35	-9	1	0.9	0.6	7	1	0
Cc1ccc2oc(Nc3nc(C)cc(C)n3)nc2c1	1	15	-18	-76	1	0.9	1.2	11	1.1	-7
CCOc1ccc(N=Cc2c(O)n(-c3cccc(C)n3)c(=O)c3ccccc23)cc1	0.9	7	-1	0	1	0.7	1	25	0.9	7
CCCNC(=S)N1CCN(c2nc(C)nc3sc4c(c23)CCCC4)CC1	0.8	50	-3	-26	0.9	0.7	1	33	1.1	-11
Cc1ccc(S(=O)(=O)N2CCOCC2)cc1C(=O)OCC(=O)N1c2ccccc2NC(=O)C1(C)C	1	-4	2	-11	1	0.9	1	13	1.1	-6
Cc1ccc(OCCNc2cc(N3CCN(CCO)CC3)ccc2[N+](=O)[O-])cc1C	0.7	35	6	3	0.7	0.9	0.9	7	0.8	17
Cc1cccc(/C(N)=N/OC(=O)CCc2ccccc2)c1	1	-1	6	3	0.9	0.9	0.9	14	1.1	-7
CCn1c(=O)c(C(=O)NNS(=O)(=O)c2ccc(C)cc2)c(O)c2ccccc21	1	59*	5	-12	1	0.7	1	26	1	-2
CSc1nnc(-c2ccco2)c(-c2ccco2)n1	1.2	-4	14	7	1.6	0.4	0.9	61*	0.9	9
C/C(=N\Nc1nc(N2CCCCCC2)nc(N2CCCCCC2)n1)c1ccccc1	1.1	51*	10	-4	1.1	0.9	0.9	11	1	-2
COc1cccc(NC(=O)N2CCC(C(=O)Nc3ccc(C)cc3C)CC2)c1	1	-4	14	-12	1	0.9	0.9	10	1	-3
COCCOC(=O)C1=C(C)NC(=O)NC1c1ccc(-c2ccc(F)cc2)o1 (stereo unspecified)	1.1	2	2	-2	0.9	0.9	1	7	1	-1
CCC(CC)C1C(C#N)=C(N)SC(N)=C1C#N	0.8	0	11	-25	0.5	0.7	0.9	29	1	-2
Cc1cc(NC(=O)CSc2ncnc3sc4c(c23)CCC(C)C4)no1 (stereo unspecified)	1	.	40	-11	1.1	1	0.6	-3	1	-4

Among those listed so far, these contain a thiophene ring, fused or not:
SMILES	PMI act	Lmaj promast	bIAP inh	TNAP inh noacc	PMI act satM6P	Diaphorase act	bIAP act	Diaphorase inh	TNAP act hi DEA	TNAP inh hi DEA
CCCNC(=S)N1CCN(c2nc(C)nc3sc4c(c23)CCCC4)CC1	0.8	50	-3	-26	0.9	0.7	1	33	1.1	-11
Cc1cc(NC(=O)CSc2ncnc3sc4c(c23)CCC(C)C4)no1 (stereo unspecified)	1	.	40	-11	1.1	1	0.6	-3	1	-4

Further structures follow.
SMILES	PMI act	Lmaj promast	bIAP inh	TNAP inh noacc	PMI act satM6P	Diaphorase act	bIAP act	Diaphorase inh	TNAP act hi DEA	TNAP inh hi DEA
O=C(O)C1C(C(=O)Nc2ccc(Cl)cc2)C2C=CC1C21CC1 (stereo unspecified)	0.9	-5	12	-7	0.9	0.9	0.9	14	1	-3
Cc1cc(Oc2ccccc2)nc(N)n1	0.9	-7	8	-4	1	1	0.9	1	1	0
COc1ccccc1N(CC(O)Cn1c2ccccc2c2ccccc21)S(=O)(=O)c1ccccc1 (stereo unspecified)	0.8	54*	9	0	0.8	0.7	0.9	28	1	0
CCCCCCOc1ccc(N2C(=O)CC(N3CCN(CCN=CC4C(=O)CC(C)(C)CC4=O)CC3)C2=O)cc1 (stereo unspecified)	0.9	1	-8	-10	0.9	0.8	1.1	19	1	0
O=C(Nc1cccc(Cl)c1)N1CCCC1	0.9	100*	15	-6	0.9	0.9	0.8	13	1	-4
O=c1oc2ccccc2c(N2CCCC2)c1CN1CCCC1	0.9	-6	1	-6	0.9	0.9	1	14	1	-4
CCCN(CCC)c1nc2ccccc2n2c(C)nnc12	0.9	82*	-2	-1	0.9	0.8	1	15	1	2
COc1ccc(NC(=O)CSc2nc3ccccc3c(=O)n2CCCN2CCC(C)CC2)c(OC)c1	1.3	55*	-4	-4	1.4	1	1	3	1	-1
O=C(NCC1CCCO1)C1CC1(c1ccccc1)c1ccccc1 (stereo unspecified)	-0.1	-6	8	-14	1	0.9	0.9	13	1	-3
Cc1c(Cl)c([N+](=O)[O-])nn1CC(=O)N1CCCc2ccccc21	1	-1	2	-17	1.1	0.9	1	10	1	1
CCOc1nc(SCCOc2ccccc2)nc(N(C)C)n1	1	0	7	-4	1	0.9	0.9	14	1	-3
CC(=O)c1c(C)[nH]c(C(=O)OCC(=O)Nc2cc(Cl)ccc2[N+](=O)[O-])c1C	0.9	7	-11	-4	0.9	0.9	1.1	7	1	5
Cc1ccccc1COc1ccc(/C=C(\C#N)C(N)=O)cc1	1	2	3	-2	1.1	1	1	3	1	1
CCc1cc(=O)oc2cc(C)cc(O)c12	1	-4	0	-14	1.1	1	1	0	1	-5
CC(=O)Nc1c(C)nn(C(C)=O)c1C	1	1	-22	-8	1	1	1.2	4	1	-3

Whole records as entered above:
Record of `CCOc1nc(SCCOc2ccccc2)nc(N(C)C)n1` = PMI act = 1; Lmaj promast = 0; bIAP inh = 7; TNAP inh noacc = -4; PMI act satM6P = 1; Diaphorase act = 0.9; bIAP act = 0.9; Diaphorase inh = 14; TNAP act hi DEA = 1; TNAP inh hi DEA = -3
Record of `Cc1c(Cl)c([N+](=O)[O-])nn1CC(=O)N1CCCc2ccccc21` = PMI act = 1; Lmaj promast = -1; bIAP inh = 2; TNAP inh noacc = -17; PMI act satM6P = 1.1; Diaphorase act = 0.9; bIAP act = 1; Diaphorase inh = 10; TNAP act hi DEA = 1; TNAP inh hi DEA = 1

Next records follow.
SMILES	PMI act	Lmaj promast	bIAP inh	TNAP inh noacc	PMI act satM6P	Diaphorase act	bIAP act	Diaphorase inh	TNAP act hi DEA	TNAP inh hi DEA
CCCSc1nc2cc(C)c(C)cc2n1CC(O)CO (stereo unspecified)	1	-4	4	-9	0.9	0.9	1	6	1	-3
N#CC1(c2c(O)nc3n(c2=O)CCCS3)CCCCC1	1	-5	12	0	0.9	0.8	0.9	15	1.1	-6
COc1ccc(-c2nc(CS(=O)CC(=O)NCc3cccnc3)c(C)o2)cc1OC (stereo unspecified)	0.9	1	0	-7	1	0.9	1	14	1	-1
Cc1ccc(C2(c3noc(CN4CCOCC4)n3)CCCC2)cc1	1	-6	-3	-9	1	0.9	1	7	1	-4
O=C(N/N=C/c1ccco1)c1cc(-c2ccccc2)n[nH]1	0.9	3	9	93*	0.9	0.8	0.9	16	0.8	22
CCC(C)N(C)C1CCN(C(=S)Nc2ccc(OC)cc2)CC1 (stereo unspecified)	0.8	34	-7	-5	1	0.9	1.1	12	1	-3
CC(C)(C)C1CCC(=NNC(=O)c2cc3c(s2)CCCC3)CC1 (stereo unspecified)	0.9	2	10	4	1	0.9	0.9	15	1	-5
O=C(CSc1nc2ccccc2o1)Nc1nccs1	1.1	-5	-3	-10	1.1	1.1	1	-13	1	-2
O=C(CSc1ccc2nnc(-c3ccccn3)n2n1)N1CCOCC1	1	1	10	-4	0.9	0.9	0.9	14	1	-1
COc1cc(OC)nc(NC(=O)CCl)n1	1.1	15	6	-5	1.2	1.1	0.9	-5	1	0
Oc1ccc(-c2nnc(SCC3CCCCC3)o2)cc1	0.9	5	4	-12	0.9	0.7	1	25	1.1	-8
Cc1ccc(-n2c(Cc3cccs3)nnc2SCC(=O)Nc2ccc(F)c(F)c2)cc1	0.9	-4	24	-5	0.9	0.8	0.8	18	1.1	-7
CCc1ccc(NC(=O)c2cc(-c3ccc(OC)cc3)on2)cc1	0.9	-6	.	-1	1	1	0.4	4	1	-1
O=C(Nc1ccc(N2CCN(C(=O)c3cccs3)CC2)c(Cl)c1)c1cccnc1	1	13	-14	-4	0.9	0.9	1.1	11	1	-4
CN1C2CCC1/C(=C\c1ccccc1F)C(=O)/C2=C/c1ccccc1F	0.9	26	2	-6	1	0.8	1	18	1	3
O=C(O)c1cc2n(n1)CCN(Cc1ccccc1Cl)C2=O	1.2	-8	4	-5	1.1	0.9	1	14	1.1	-8
O=c1c2ccccc2sn1-c1cc(S(=O)(=O)N2CCOCC2)ccc1N1CCOCC1	0	-10	4	-2	0	1	1	4	1	-4
Cc1cc(=O)n(C)c(=O)n1CCCNc1ccccc1	0.7	-4	0	-10	0.8	0.7	1	29	1	-2
CC(C)CCNC(=O)C(C)N(Cc1ccc(F)cc1)C(=O)c1ccc(CN2CCOCC2)o1 (stereo unspecified)	0.9	-4	-3	-7	1	1	1	2	1	0
CCCCOc1ccc(-c2cn3ccccc3n2)cc1[N+](=O)[O-]	1	4	-40	-3	0.9	0.8	1.4	22	1	-3
COc1ccc(C2=NN(CN3C(=O)C(=O)c4ccccc43)C(c3ccc(OC)cc3)C2)cc1 (stereo unspecified)	1.2	-5	-13	5	1.3	1	1.1	1	1	3
Cc1ccc(C)c(NC(=S)c2ccc3ccccc3n2)c1	1	-2	1	-91	1	0.9	1	12	1	5
CC(=O)Nc1ccc(Oc2nc(C)cc(C)n2)cc1	1	-3	6	-6	1.1	1.1	0.9	-6	1.1	-5
O=C(NCc1cccnc1)/C(=C\c1ccc(-c2ccc(Br)cc2)o1)S(=O)(=O)c1ccccc1	0.9	100*	23	-3	1	0.9	0.8	13	1	-1
CCCCc1nc(SCC(=O)Nc2cc(C)on2)n[nH]1	1.1	-5	-16	57*	1.1	0.9	1.2	7	1.1	-8
COc1ccccc1N(CC(=O)NCc1ccccc1)S(C)(=O)=O	0.9	-4	2	-8	0.9	0.9	1	13	1	-1
O=C(COC(=O)/C=C/c1ccc(Br)o1)Nc1ccccc1F	1.4	-10	-14	-5	1.2	1	1.1	2	1	-2
CCOc1ccccc1CNCCN1CCOCC1	1.1	-2	-2	-9	1.1	1	1	-3	1	0
COCCN(C(=S)Nc1ccc(OC)c(Cl)c1)C1CCN(C(C)C)CC1	1.1	8	24	-11	1.1	0.9	0.8	5	1	-4
COc1cc(C(=O)OCC(=O)Nc2cc(C)on2)ccc1OCc1ccccc1Cl	1	0	21	-9	1	0.9	0.8	12	1	-3
CC(C)COc1ccc(C(=O)Nc2sc3c(c2C(=O)O)CC(C)(C)OC3)cc1	0.9	-7	-22	8	0.9	0.8	1.2	18	1	-5
Cc1ccc(S(=O)(=O)N2c3ccccc3NC(=O)CC2C)cc1 (stereo unspecified)	0.9	-2	6	-21	0.9	0.9	0.9	12	1.1	-5

Compound activity as filed in PubChem BioAssay.

Rows were taken by chance (roughly 10% active in at least one column).
